Screening results deposited in PubChem BioAssay by Broad Institute.
Statin myotox sup = suppressors of simvastatin-induced myotoxicity in C2C12 myotubes; rescue of ATP level, % at 7.49 µM; AID 602340; ATP luminescence, 48 h; scaled: DMSO 0, geranylgeraniol control 100; 330,000 compounds, 0.78% hits;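 active = mean ATP rescue above about 67%, or every replicate alone reaching that limit, limit read from the data, passing the limit was not always enough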;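 note: myotubes were challenged with 10 µM simvastatin during compound exposure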
PglD DTNB = blocks C. jejuni PglD acetyltransferase activity. purified PglD enzyme, DTNB colorimetric CoA detection. inhibition, % at 12.5 µM. 360,000 compounds, 0.098% hits; in the data active = inhibition above about 16%, passing the limit was not always enough; note: strong numbers were not always called active
INS-1E GSIS act = primary screen for activators of insulin secretion dependent on glucose, INS-1E cells, GLuc reporter luminescence; INS-1E GLuc reporter insulin secretion, 2-3 h; activation, % at 16.6 µM; 370,000 compounds, 0.61% hits; AID 743287;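 active = lowest replicate activation of at least 40%, so every replicate reaches that level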;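 note: 0% = median of neutral control wells and 100% = median of IBMX positive control wells; some compounds called inactive have numbers as strong as hits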
Cneo AK release = Cryptococcus neoformans lysis via adenylate kinase release | C. neoformans lysis, adenylate kinase release luminescence, 4 h; normalised: neutral wells 0, clomiphene wells 100 | lysis activity, % at 15 µM | 360,000 compounds, 0.2% hits | AID 651654;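 active = mean lysis activity across replicates of at least 80%, whatever share of replicates individually reach that level; inactive = mean lysis activity below 80%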
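Test system: log-phase Cryptococcus neoformans yeast cells; Quantity: yeast cell density of 5 × 10^6 cells/mL; Buffer or medium: YPD; Doses: single compound concentration per well; Timing: 4 h at 37 °C static, read 1 h later; Measured by: AK luminescence; Read-out basis: lysis from increased AK signal; Control set: Clomiphene as positive control.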
miR122 inh = miR-122 inhibition in Huh7 cells | Huh7 miR-122 Renilla luciferase sensor, 48 h; neutral wells = 0, positive control = 100 | 340,000 compounds, 0.3% hits | AID 602342 | activation (reporter increase), % at 12.5 µM;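 active = mean replicate activation score at least 90 and every replicate individually at or above 90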;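 note: higher luciferase means less miR-122 activity so hits act as miR-122 inhibitors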
CFTR F508del cor = correctors of CFTR F508del function in bronchial epithelial cells | activity (quench increase), % at 7.58 µM | 350,000 compounds, 0.36% hits | CFBE cells, YFP halide quenching; stimulated with forskolin plus potentiator P3; % fluorescence drop versus neutral controls;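 active = mean added fluorescence quench of at least 8% versus neutral control, with both replicates also reaching 8%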;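 note: cells transiently co-express mutant CFTR-F508del with the halide-sensitive YFP; corrector assay measuring rescue of mutant channel to the surface after 24 h compound exposure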
PGC1a acetyl inh = modulators of PGC1a acetylation; inhibition, % at 15.6 µM; U2OS PGC1a acetylation, AlphaScreen anti-acetyl-lysine; with virally co-expressed GCN5 acetyltransferase; 350,000 compounds, 0.17% hits;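 active = every replicate shows inhibition of at least 40%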;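 note: 0% = neutral control wells and 100% = positive control wells; some results beyond the cut were filed as inactive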
FN deposition inh = fibronectin deposition inhibition. AH1F fibroblasts, Alexa488-fibronectin deposition fluorescence, overnight. inhibition, % at 12.6 µM. 350,000 compounds, 0.086% hits;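 active = mean inhibition across replicates of 30% or more, regardless of how many single replicates reach that level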;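 note: positive control wells lacked labelled fibronectin entirely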
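Material: AH1F fibroblast monolayer depositing Alexa488-labelled fibronectin into matrix / Amount: 10000 AH1F cells per well / Signal: fluorescence 485/525 nm / Medium: DMEM, 2% serum / Compound: single dose, pinned / Incubation: 1 h cell adhesion before compound, then overnight fibronectin incubation / Reagent: Alexa488-FN, 24 nM final / Read-out: inhibition of fibronectin deposition signal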
* hit, by the source's call; [ ] = another dose, or the depositor's remark.

CCc1nccn1S(=O)(=O)c1ccc(C)c(C)c1 was read as Statin myotox sup 1, PglD DTNB -1, INS-1E GSIS act -5, Cneo AK release -3, miR122 inh -1 and PGC1a acetyl inh 0.
Screening Cc1ccc(OCC(=O)NNC(=O)c2cccnc2)cc1C returned INS-1E GSIS act 20, CFTR F508del cor -3.0, PGC1a acetyl inh -7 and FN deposition inh 5.
`CCOC(=O)N1CCC(NC(=O)C2CCN(S(=O)(=O)N3CCC(C)CC3)CC2)CC1` gave INS-1E GSIS act 4, miR122 inh 4, CFTR F508del cor 0.6 and PGC1a acetyl inh 2.
For COc1ccc(-c2csc(N3CCN(S(=O)(=O)c4ccc5c(c4)NC(=O)CO5)CC3)n2)cc1 the results were Statin myotox sup 8, INS-1E GSIS act 5, miR122 inh -7, CFTR F508del cor -1.1, PGC1a acetyl inh 3 and FN deposition inh -1.
For CCCCCCOC(=O)Sc1nc2ccccc2o1 the results were Statin myotox sup -1, PglD DTNB 3, Cneo AK release 0, miR122 inh -6, PGC1a acetyl inh 2 and FN deposition inh -4.
`CCOC(=O)c1cc(C(=O)NC(C)c2ccccc2)c(=O)[nH]c1C` (stereo unspecified) gave Statin myotox sup 6, PglD DTNB 4, INS-1E GSIS act 8, Cneo AK release 2, miR122 inh -7, CFTR F508del cor 2.5, PGC1a acetyl inh 2 and FN deposition inh -6.
CCOc1ccc(Cc2nc(-c3nonc3N)no2)cc1OCC was read as PglD DTNB -1, INS-1E GSIS act 22, Cneo AK release 1, miR122 inh 5 and PGC1a acetyl inh 0.
Screening CCN1C(=O)[C@H]2[C@@H](c3ccc(C)cc3)N3C(=O)N(c4cccc(F)c4)C(=O)[C@@]3(CC)[C@H]2C1=O returned Statin myotox sup -10, PglD DTNB 5, INS-1E GSIS act -2, Cneo AK release 2, miR122 inh -2, CFTR F508del cor 0.3, PGC1a acetyl inh -11 and FN deposition inh -3.
Screening COc1ccc(NC(=S)N(CCN2CCOCC2)Cc2cc3cc4c(cc3[nH]c2=O)OCCO4)cc1 returned Statin myotox sup 1, PglD DTNB -2, INS-1E GSIS act 14, Cneo AK release 0, miR122 inh 6, CFTR F508del cor -1.6 and FN deposition inh 1.
For COc1ccc(C(=O)c2coc3ccc(O)c(CN4CCOCC4)c23)cc1 the results were Statin myotox sup 0, PglD DTNB -2, INS-1E GSIS act -3, Cneo AK release 1, CFTR F508del cor 4.9, PGC1a acetyl inh -42 and FN deposition inh -4.
For CCCCc1nc2cc(C(=O)N3CCCCC3COC)ccc2o1 (stereo unspecified) the results were Statin myotox sup 2, PglD DTNB 2, INS-1E GSIS act -20, Cneo AK release -2, CFTR F508del cor 0.8 and FN deposition inh 0.
Screening COC(=O)c1c(C)[nH]c(C(C)=O)c1C returned Statin myotox sup -2, PglD DTNB 4, INS-1E GSIS act 3, Cneo AK release 3, miR122 inh -3 and PGC1a acetyl inh 6.
Screening O=C(c1ccc2c(c1)OCO2)N1CCc2ccccc2C1 returned Statin myotox sup -3, PglD DTNB -3, INS-1E GSIS act 81*, Cneo AK release -3, miR122 inh 0, PGC1a acetyl inh 14 and FN deposition inh 0.
CO[C@H](CN(C)S(=O)(=O)c1cccc(Cl)c1)[C@H](C)CN([C@@H](C)CO)S(=O)(=O)c1cccc(Cl)c1 was read as Statin myotox sup -2, PglD DTNB 1, INS-1E GSIS act -11, Cneo AK release -1, CFTR F508del cor -0.3, PGC1a acetyl inh -16 and FN deposition inh 4.
Screening O=C(C[C@@H]1CC[C@H]2[C@@H](COC[C@@H](O)CN2C(=O)c2ccccc2)O1)NCc1cccc(F)c1 returned Statin myotox sup 2, PglD DTNB 4, INS-1E GSIS act -8, Cneo AK release 5, miR122 inh 1[16.7 µM], CFTR F508del cor -1.0, PGC1a acetyl inh 1 and FN deposition inh -7.
For CCOP(=O)(OCC)C(Nc1cccc([N+](=O)[O-])c1)c1ccc(N(C)C)cc1 (stereo unspecified) the results were PglD DTNB 4, INS-1E GSIS act -23, Cneo AK release -1, miR122 inh -4, CFTR F508del cor 1.0, PGC1a acetyl inh 40 and FN deposition inh 8.
`CCCSCCCNC(=O)c1ccccc1NC(=O)C1=CSCCO1` gave Statin myotox sup -11, PglD DTNB 3, INS-1E GSIS act -20, Cneo AK release -2, miR122 inh 1, CFTR F508del cor -2.9, PGC1a acetyl inh 21 and FN deposition inh -4.
Screening CCCCn1c(N)c(N(CCOC)C(=O)c2cc(-c3ccncc3)nc3ccccc23)c(=O)[nH]c1=O returned Statin myotox sup -1, PglD DTNB -1, INS-1E GSIS act 15, Cneo AK release -2, miR122 inh -3, CFTR F508del cor -1.1, PGC1a acetyl inh -3 and FN deposition inh 10.
Cc1nc2c(-c3ccc(Cl)cc3)c(C)[nH]n2c(=O)c1Cc1ccccc1 was read as INS-1E GSIS act 2, CFTR F508del cor -3.4, PGC1a acetyl inh 7 and FN deposition inh 11.
`C[C@H](CO)N1C[C@H](C)[C@@H](CN(C)C(=O)Nc2ccccc2F)Oc2ncc(/C=C/c3ccccc3)cc2C1=O` gave Statin myotox sup 51, PglD DTNB 15, INS-1E GSIS act -22, Cneo AK release 7, miR122 inh 8[16.7 µM], CFTR F508del cor 0.6 and PGC1a acetyl inh -1.
For O=C(OCCN1C(=O)c2ccccc2C1=O)C1CC(O)CN1S(=O)(=O)c1ccc(Cl)cc1 (stereo unspecified) the results were Statin myotox sup -1, INS-1E GSIS act 11, CFTR F508del cor -2.1, PGC1a acetyl inh 10 and FN deposition inh 1.
Cn1c(=O)oc2cc(S(=O)(=O)N3CCc4ccccc43)ccc21 was read as Statin myotox sup -26, PglD DTNB 7, INS-1E GSIS act 3, Cneo AK release 0, miR122 inh 2, CFTR F508del cor 2.6, PGC1a acetyl inh -1 and FN deposition inh -1.
CCN(CC(=O)Nc1c(F)cccc1F)C(=O)CN(C)S(=O)(=O)c1ccc(F)cc1 was read as Statin myotox sup 6, PglD DTNB 4, INS-1E GSIS act 17, Cneo AK release 1, miR122 inh -12, CFTR F508del cor 0.4, PGC1a acetyl inh -11 and FN deposition inh 0.
`CO[C@H]1CN(C)C(=O)c2ccc(NS(=O)(=O)c3c(C)noc3C)cc2OC[C@@H](C)NC[C@H]1C` gave Statin myotox sup 7, PglD DTNB 2, INS-1E GSIS act 3, Cneo AK release -3, miR122 inh -9[16.7 µM], CFTR F508del cor 2.3, PGC1a acetyl inh 3 and FN deposition inh -1.
Screening COc1ccccc1NS(=O)(=O)c1cc(NC(=O)CNC(=O)c2ccccc2)ccc1C returned PglD DTNB 0, INS-1E GSIS act 32, Cneo AK release 5, miR122 inh 14, PGC1a acetyl inh 3 and FN deposition inh -2.
`Cc1ccc(S(=O)(=O)NNC(=S)NCCc2ccccc2)cc1` gave INS-1E GSIS act 2, CFTR F508del cor -3.2, PGC1a acetyl inh 8 and FN deposition inh -5.
Screening O=C1C(Cl)=C(NCCN2CCOCC2)C(=O)c2ccccc21 returned Statin myotox sup -6, PglD DTNB -4, INS-1E GSIS act -13, Cneo AK release -6, miR122 inh 0, CFTR F508del cor -3.6 and FN deposition inh 4.
Screening COC(=O)C1=C[C@@H](C(=O)OC)C2C3=C(C(=O)C24CCCCC4)[C@H](C)n2c(=O)n(-c4ccccc4)c(=O)n2[C@@H]3C1 (stereo partly specified) returned Statin myotox sup 11, PglD DTNB 0, INS-1E GSIS act 11, Cneo AK release 4, CFTR F508del cor 4.8 and FN deposition inh -2.
`CCOc1ccc(NC(=O)CSc2nnc(-c3ccccn3)n2N)cc1` gave Statin myotox sup -5, PglD DTNB 0, Cneo AK release -2, miR122 inh 4, PGC1a acetyl inh 12 and FN deposition inh 4.
COc1ccc(C(=O)NC(=S)N2CCCCC2)cc1 was read as Statin myotox sup 23, PglD DTNB -6, INS-1E GSIS act -13, Cneo AK release 2, miR122 inh 1, PGC1a acetyl inh 4 and FN deposition inh -5.
Screening Cc1noc(C)c1NC(=O)N(C)C[C@@H]1OCCCC[C@@H](C)Oc2ccc(NS(C)(=O)=O)cc2C(=O)N([C@H](C)CO)C[C@@H]1C returned PglD DTNB -2, INS-1E GSIS act 12, Cneo AK release 0, miR122 inh 5[16.7 µM], CFTR F508del cor -0.3 and PGC1a acetyl inh -10.
`CCCC(=O)Nc1cc2c3c(c1)CCN3C(=O)CC2` gave Statin myotox sup 7, PglD DTNB 2, INS-1E GSIS act -5, Cneo AK release -1, miR122 inh -9, CFTR F508del cor -2.8, PGC1a acetyl inh 14 and FN deposition inh 20.
For COc1ccc(NC(=O)N(C)C[C@@H]2Oc3ccc(NS(=O)(=O)c4cn(C)cn4)cc3CC(=O)N([C@@H](C)CO)C[C@H]2C)cc1 the results were Statin myotox sup 1, PglD DTNB 2, INS-1E GSIS act -1, Cneo AK release 3, miR122 inh 6[16.7 µM], CFTR F508del cor 1.1, PGC1a acetyl inh 1 and FN deposition inh 2.
c1ccc(-c2nc(-c3cccs3)[nH]c2-c2ccccc2)cc1 was read as PglD DTNB -5, INS-1E GSIS act 9, Cneo AK release -1, miR122 inh -3, CFTR F508del cor 5.6 and PGC1a acetyl inh -32.
Screening CC(C)c1c(C(=O)N/N=C/C=C/c2ccccc2)nnn1-c1nonc1N returned Statin myotox sup -10, PglD DTNB 0, INS-1E GSIS act -29, Cneo AK release 0, miR122 inh 10, CFTR F508del cor -0.8, PGC1a acetyl inh -7 and FN deposition inh -7.
`C[C@@H]1CN([C@H](C)CO)C(=O)c2cc(C#CC3CCCC3)cnc2O[C@@H]1CN(C)C(=O)Nc1ccccc1` gave Statin myotox sup -9, PglD DTNB -2, INS-1E GSIS act 0, Cneo AK release 3, miR122 inh -3[16.7 µM], CFTR F508del cor -1.0, PGC1a acetyl inh -4 and FN deposition inh -10.
`O=C(O)c1ccc(-n2nnnc2SCc2cccc(Br)c2)cc1` gave Statin myotox sup 0, PglD DTNB 7, INS-1E GSIS act 63*, Cneo AK release 2, miR122 inh 3, CFTR F508del cor -1.0, PGC1a acetyl inh 17 and FN deposition inh 0.
`C[C@H](CO)N1C[C@H](C)[C@@H](CN(C)Cc2ccc(C(=O)O)cc2)Oc2c(NC(=O)C3CCCCC3)cccc2C1=O` gave Statin myotox sup 18, PglD DTNB 2, INS-1E GSIS act 23, Cneo AK release 62, miR122 inh 11[16.7 µM], CFTR F508del cor 3.6 and PGC1a acetyl inh 14.
Screening COC(=O)C1=C(C)N(CC2CC2)C(=O)N[C@H]1c1ccccc1 returned Statin myotox sup 10, PglD DTNB -7, INS-1E GSIS act -1, Cneo AK release 2, miR122 inh 3, CFTR F508del cor -1.9, PGC1a acetyl inh 8 and FN deposition inh -9.

Arranged by molecular weight (lowest first): 3 of the compounds above
Screening O=C1C(Cl)=C(NCCN2CCOCC2)C(=O)c2ccccc21 returned Statin myotox sup -6, PglD DTNB -4, INS-1E GSIS act -13, Cneo AK release -6, miR122 inh 0, CFTR F508del cor -3.6 and FN deposition inh 4.
Screening COc1ccccc1NS(=O)(=O)c1cc(NC(=O)CNC(=O)c2ccccc2)ccc1C returned PglD DTNB 0, INS-1E GSIS act 32, Cneo AK release 5, miR122 inh 14, PGC1a acetyl inh 3 and FN deposition inh -2.
For COc1ccc(NC(=O)N(C)C[C@@H]2Oc3ccc(NS(=O)(=O)c4cn(C)cn4)cc3CC(=O)N([C@@H](C)CO)C[C@H]2C)cc1 the results were Statin myotox sup 1, PglD DTNB 2, INS-1E GSIS act -1, Cneo AK release 3, miR122 inh 6[16.7 µM], CFTR F508del cor 1.1, PGC1a acetyl inh 1 and FN deposition inh 2.
